Screens (PubChem)
TRPC4 inh = TRPC4 (mouse) channel inhibition; Q9QUQ5; B-score at 10 µM; actives 0.39% (n = 300,000); HEK293 TRPC4beta/mu-opioid, DAMGO-evoked Fluo4 calcium flux; stronger effect = lower value;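 active means B-score over 3 SD under the library average, no early fluorescence shift, positive overall ratio signal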
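Assay system: Stable TRPC4beta/mu-opioid receptor HEK293 cells | Reagent: DAMGO in two steps, submaximal then maximal | Compound dosing: Single concentration per test compound | Signal: Fluo4 Ca2+ flux fluorescence | Evaluation: Per-well B score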
PolyA inh = inhibitors of polyadenylation in S. cerevisiae. actives 0.02% (n = 300,000). calls only at 12 µM. S. cerevisiae SKY197-pL101 polyadenylation reporter, beta-gal luminescence; efflux-impaired pdr1/pdr3 knockout yeast; score 100 = 6 SD above DMSO;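 active means lowest replicate activity score at least 50, where 100 means six control SD above control mean; inconclusive means lowest score under 50 but half or more replicates reach 50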;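 further: yeast exposed to compound for 9 h at 30 °C; higher score means more reporter readthrough which indicates perturbed polyadenylation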
KCNK9 inh = human KCNK9 channel inhibition; Q9NPC2; HEK293 KCNK9, FluxOR thallium flux fluorescence; stronger effect = lower value; B-score at 10 µM; actives 1.2% (n = 310,000); AID 488922;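 active means ratio B-score over 3 SD below the library mean, with starting fluorescence within 5 SD of its mean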;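 further: negative B-score means less thallium flux so channel inhibition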
Target sequence (Q9NPC2 whole entry, looked up): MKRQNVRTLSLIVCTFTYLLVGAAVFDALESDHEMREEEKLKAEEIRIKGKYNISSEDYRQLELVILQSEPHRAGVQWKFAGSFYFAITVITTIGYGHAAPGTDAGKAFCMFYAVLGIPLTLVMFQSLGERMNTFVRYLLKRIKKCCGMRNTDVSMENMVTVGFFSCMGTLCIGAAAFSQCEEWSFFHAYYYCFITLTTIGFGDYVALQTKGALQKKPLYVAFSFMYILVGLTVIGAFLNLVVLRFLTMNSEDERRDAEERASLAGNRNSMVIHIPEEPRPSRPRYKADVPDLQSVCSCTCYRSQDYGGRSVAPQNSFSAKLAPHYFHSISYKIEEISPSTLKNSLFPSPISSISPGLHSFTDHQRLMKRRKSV
TRPC4 potent = TRPC4 (mouse) allosteric potentiation. Q9QUQ5. actives 0.42% (n = 310,000). HEK293 TRPC4beta/mu-opioid, DAMGO EC20, Fluo-4 Ca2+ flux; stronger effect = higher value. B-score at 10 µM. AID 2227;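 active means B-score of calcium response area above 5 SD of library B-scores, with initial fluorescence ratio within 5 SD of library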;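 further: B-score of integrated fluorescence ratio over time as area under calcium response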
KCNK3 inh = human KCNK3 channel inhibition, primary screen | O14649 | CHO-KCNK3 thallium flux, FluxOR fluorescence; stronger effect = lower value | B-score at 10 µM | actives 0.84% (n = 340,000);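 active means B-score under library mean minus 4 SD, starting fluorescence ratio at most library mean plus 5 SD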;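 further: more negative B-score means stronger inhibition of thallium flux through KCNK3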
Target sequence (O14649 whole entry, looked up): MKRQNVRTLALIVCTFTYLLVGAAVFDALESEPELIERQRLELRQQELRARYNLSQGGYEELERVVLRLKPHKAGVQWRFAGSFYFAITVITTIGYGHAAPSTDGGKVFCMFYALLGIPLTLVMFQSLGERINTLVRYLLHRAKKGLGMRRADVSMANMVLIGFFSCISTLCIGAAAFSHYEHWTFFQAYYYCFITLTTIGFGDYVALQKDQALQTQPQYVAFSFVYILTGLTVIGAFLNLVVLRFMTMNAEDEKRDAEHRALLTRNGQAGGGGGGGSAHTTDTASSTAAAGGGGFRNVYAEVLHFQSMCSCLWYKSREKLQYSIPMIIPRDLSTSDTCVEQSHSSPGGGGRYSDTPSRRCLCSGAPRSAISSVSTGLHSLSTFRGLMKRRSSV
TRPC4 act = TRPC4 (mouse) channel activation. B-score at 10 µM. HEK293 TRPC4beta/mu-opioid, Fluo4 calcium fluorescence; stronger effect = higher value. AID 2237. actives 0.49% (n = 310,000). Q9QUQ5;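 active means B-score above 5 SD of library B-scores, and initial fluorescence ratio not above library mean plus 5 SD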;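 further: positive B-score marks a calcium rise read as TRPC4 activation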
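Material: TRPC4beta and mu-opioid receptor HEK293 stable cells | Incubation: 45 min room-temperature Fluo4 loading, 110 s read | Detection: Kinetic Fluo4 calcium fluorescence | Measure: Integrated baseline-normalised fluorescence ratio, converted to per-well B score | Benchmarks: Low control buffer alone, high control maximal DAMGO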
KCNQ1 inh = human KCNQ1 channel inhibition | P51787 | CHO-K1 KCNQ1, FluxOR thallium flux fluorescence; stronger effect = higher value | B-score at 10 µM | actives 1.3% (n = 310,000) | AID 2642;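 active means compounds whose thallium flux B-score, printed positive for inhibition, exceeds three library SD while starting fluorescence stays within three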;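 further: channel opened by potassium depolarization with thallium stimulus after 20 min compound exposure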
Platelet DG rel = modulates dense granule release in human platelets; inhibition, %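 (compounds screened at 7.5 µM in platelet-rich plasma)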; actives 0.22% (n = 300,000); human platelet-rich plasma, SFLLRN dense granule ATP release, luminescence;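 active means mean replicate score, as percent of positive control, at or above 50; inconclusive means mean below 50 but at least one replicate at or above 50; inactive means mean and every replicate below 50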
Dyrk1A ADPGlo = inhibitors of rat Dyrk1A kinase; inhibition, % at 12.5 µM; actives 0.43% (n = 310,000); Q63470; ADP-Glo luminescence, NFATc1 peptide; in the data active means inhibition above about 50%;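 further: plate controls were vehicle with enzyme for no effect and no enzyme for full effect; many of its hits are not listed in these tables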
KCNQ1 pot = human KCNQ1 channel potentiation or activation | B-score at 10 µM | actives 0.35% (n = 310,000) | P51787 | CHO-K1 KCNQ1, thallium flux FluxOR fluorescence; stronger effect = higher value;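 active means fluorescence ratio B-score, a plate-corrected score, at least three library SD, with initial intensity B-score within 5 SD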
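Schedule – 37 °C overnight plating, 90-min dark dye load, 20-min compound pretreatment · System – stable KCNQ1 CHO-K1 line · Probe or stimulus – thallium- and potassium-containing depolarizing buffer · Measured by – kinetic FluxOR fluorescence, 10 s baseline plus 110 s post-stimulus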
hERG rescue = shields human hERG channel from block by proarrhythmic agents. CHO-hERG, FluxOR thallium flux, dofetilide IC70 present. activation (rescue from dofetilide block), less the hit threshold, % at 10 µM. actives 0.51% (n = 310,000). AID 1511;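 active means activation above the mean of controls blocked by dofetilide plus 5 SD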;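 further: thallium influx through hERG after potassium depolarization seen as dye fluorescence rise; in these data hits start at about 4.7%; inactives centre near -7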
Numbers without * were called inactive; i = inactive; u = inconclusive; x = not tested or not shown.

SMILES	TRPC4 inh	PolyA inh	KCNK9 inh	TRPC4 potent	KCNK3 inh	TRPC4 act	KCNQ1 inh	Platelet DG rel	Dyrk1A ADPGlo	KCNQ1 pot	hERG rescue
O=c1[nH]c(N2CCN(c3ccccc3)CC2)nc2c1CCC2	i	i	i	i	i	i	i	3	0	i	-1
COc1ccc2cc(C(=O)N3CCN(Cc4ccc5c(c4)OCO5)CC3)[nH]c2c1	i	i	i	i	i	i	i	u	0	i	-5
Cc1c(Cl)cccc1NC(=O)CCC(=O)c1cccs1	i	i	i	i	i	i	i	4	-3	i	-7
N#Cc1c(NC(=S)NC(=O)c2ccccc2)sc2c1CCC2	i	i	i	i	i	i	i	0	-1	i	-10
O=C(COc1ccc2c3c(c(=O)oc2c1)CCC3)N1CCN(c2ccc(F)cc2)CC1	i	i	i	i	i	i	i	-5	x	i	-2
COC(=O)c1[nH]c2ccccc2c1NC(=O)c1c(F)cccc1F	i	i	i	i	i	i	i	-3	1	i	-10
COC(=O)c1cc(Br)c(=O)n(CC(C)C)c1	i	i	i	i	i	i	i	3	4	i	-5
Cc1cccc(NC(=O)c2ccc(Cl)c(S(=O)(=O)N3CCCCC3)c2)n1	i	i	i	i	i	i	i	0	28	i	-12
CCN1C(=O)CSC1=Nc1ccccc1Cl	i	i	i	i	i	i	i	8	16	i	-10
O=C(Nc1ncc(Cc2cccc([N+](=O)[O-])c2)s1)c1ccco1	i	i	i	i	i	i	i	8	2	i	-3
Cc1ccnc(NS(=O)(=O)c2cc(C(F)(F)F)ccc2Cl)c1	i	i	i	i	x	i	i	-2	x	i	-9
Cc1cc(C)c(NC(=O)COc2ccc(-n3cnnn3)cc2)c(C)c1	i	i	i	i	i	i	i	-12	-3	i	-4
CCn1c(/C=C/N(C)c2ccccc2)[n+](CC)c2ccc(Cl)cc21	i	i	i	i	i	i	13*	-3	3	i	-22
O=C1CSC(c2ccccn2)N1c1ccccc1F (centres undefined)	i	i	i	i	i	i	i	-10	-9	i	-12
COc1ccc(-c2cc3nc(C)c(CCC(=O)NCc4ccco4)c(C)n3n2)c(OC)c1	i	i	i	i	i	i	i	0	-2	i	-13
CCCCN(C(=O)Cc1coc2cc(C)c(C)cc12)c1c(N)n(Cc2ccccc2)c(=O)[nH]c1=O	i	i	i	i	i	i	i	8	3	i	-12
CCn1nnnc1SCC(=O)c1cc(Cl)ccc1OC	i	i	i	i	i	i	i	13	4	i	-2
CCc1cc(=O)oc2cc(OCC(=O)NCCCN3CCCC3=O)c(Cl)cc12	i	i	i	i	i	i	i	5	-2	i	-11
O=C(CN1C(=O)c2ccccc2C1=O)NCC1COc2ccccc2O1 (centres undefined)	i	i	i	i	i	i	i	-10	-3	i	-7
CCOC(=O)Cc1csc(NS(=O)(=O)c2ccc3ccccc3c2)n1	i	i	i	i	i	i	i	-10	-5	i	-9
CC(C)Cn1nnc2c(=O)oc3ccccc3c21	i	i	i	i	i	i	i	-11	7	i	-10
Cc1ccc(S(=O)(=O)N2CCC(C(=O)N[C@H](C(=O)NCc3ccco3)C(C)C)CC2)cc1	i	i	i	i	i	i	i	5	-1	i	-11
CCNc1nc(N)c(C(=O)C23CC4CC(CC(C4)C2)C3)s1	i	i	i	i	i	i	i	-24	x	i	-2
COc1ccc(OC)c(/C=C/C(=O)Nc2cccc(S(=O)(=O)N3CCCC3)c2)c1	i	i	i	i	i	i	i	-14	-3	i	-9
CC(NC(=O)NCc1cccnc1)(C(F)(F)F)C(F)(F)F	i	i	i	i	i	i	i	4	14	i	-7
OCC1(Cc2cccc(Cl)c2)CCCN(Cc2cn[nH]c2C2CCCCC2)C1 (centres undefined)	i	i	i	i	i	i	i	23	12	i	-14
CC(=O)NC12CC3CC(C1)CC(C(=O)N1CCN(S(=O)(=O)c4cccc(C(F)(F)F)c4)CC1)(C3)C2	i	i	i	i	i	i	i	-17	-13	i	-11
Fc1ccc(-c2nnc3ccccn23)cc1	i	i	i	i	i	i	i	7	-2	i	-4
N/C(=N/S(=O)(=O)c1ccccc1)c1cccc([N+](=O)[O-])c1	i	i	i	i	i	i	i	6	1	i	-4
CSc1nnc(Cn2c(=O)sc3ccccc32)n1C	i	i	i	i	i	i	i	2	5	i	-7

Printed as active in KCNQ1 inh (from the list above):
molecule | TRPC4 inh | PolyA inh | KCNK9 inh | TRPC4 potent | KCNK3 inh | KCNQ1 inh | Platelet DG rel | Dyrk1A ADPGlo | KCNQ1 pot
CCn1c(/C=C/N(C)c2ccccc2)[n+](CC)c2ccc(Cl)cc21 | i | i | i | i | i | 13* | -3 | 3 | i

New compounds follow.
SMILES	TRPC4 inh	PolyA inh	KCNK9 inh	TRPC4 potent	KCNK3 inh	TRPC4 act	KCNQ1 inh	Platelet DG rel	Dyrk1A ADPGlo	KCNQ1 pot	hERG rescue
COc1ccc(NS(=O)(=O)c2ccc(OCC(=O)N3CCCC3)cc2)cc1	i	i	i	i	i	i	i	5	-2	i	-9
Cc1ccccc1NC1C=CS(=O)(=O)C1 (centres undefined)	i	i	i	i	i	i	i	-1	-2	i	-4
CCCNS(=O)(=O)c1ccc(OCC(=O)NCC2CCCO2)cc1 (centres undefined)	i	i	i	i	i	i	i	-4	2	i	-3
Cc1noc(C)c1COC(=O)COc1ccc(-c2ccccc2)cc1	i	i	i	i	i	i	i	1	-8	i	-11
CCOC(=O)C1CCN(C(=O)C2CCN(c3ncnc4c3nc3n4CCCCC3)CC2)CC1	i	i	i	i	i	i	i	6	0	i	-10
CC(c1ccccc1F)n1cc(C(=O)NCCCn2ccnc2)nn1 (centres undefined)	i	i	i	i	i	i	i	-22	2	i	2
NC(=O)CCN1CCN(S(=O)(=O)/C=C/c2ccccc2)CC1	i	i	i	i	i	i	i	-6	0	i	-4
COCCNC(=S)N/N=C(\C)CCc1ccc2c(c1)OCO2	i	x	i	i	i	i	i	1	-6	i	-8
COCCNC(=O)C(c1ccc(C)o1)N(Cc1ccco1)C(=O)c1snc(C(N)=O)c1N (centres undefined)	i	i	i	i	i	i	i	-1	2	i	-4
Cc1cc(C)cc(N(CCC#N)C(=O)COC(=O)c2ccc(OCc3c(C)noc3C)cc2)c1	i	i	i	i	i	i	i	-2	7	i	-9
COC(=O)c1ccc(NC(=O)CCN2C(=O)CSC2=O)cc1	i	i	i	i	i	i	i	-8	1	i	-11
Cc1ccc(NC(=O)CCNS(=O)(=O)c2ccc3c(c2)oc(=O)n3C)c(C)c1	i	i	i	i	i	i	i	9	-1	i	-9
O=C(NCC1CCCO1)c1ccc2c(=O)n(Cc3cccc(Br)c3)c(=S)[nH]c2c1 (centres undefined)	i	i	i	i	i	i	i	12	-3	i	-9
COC(=O)C1=CN(c2ccc(OC)cc2)C=C(C(=O)OC)C1c1ccc([N+](=O)[O-])cc1	i	i	i	i	i	i	i	4	1	i	-8
COC(=O)CSc1nnc(CNS(=O)(=O)c2ccc(Cl)cc2)n1C	i	i	i	i	i	i	i	0	3	i	-7

15 entries already listed, ordered by length of the SMILES, low to high:
SMILES	TRPC4 inh	PolyA inh	KCNK9 inh	TRPC4 potent	KCNK3 inh	TRPC4 act	KCNQ1 inh	Platelet DG rel	Dyrk1A ADPGlo	KCNQ1 pot	hERG rescue
CCN1C(=O)CSC1=Nc1ccccc1Cl	i	i	i	i	i	i	i	8	16	i	-10
COC(=O)c1ccc(NC(=O)CCN2C(=O)CSC2=O)cc1	i	i	i	i	i	i	i	-8	1	i	-11
Cc1noc(C)c1COC(=O)COc1ccc(-c2ccccc2)cc1	i	i	i	i	i	i	i	1	-8	i	-11
CCNc1nc(N)c(C(=O)C23CC4CC(CC(C4)C2)C3)s1	i	i	i	i	i	i	i	-24	x	i	-2
Cc1ccnc(NS(=O)(=O)c2cc(C(F)(F)F)ccc2Cl)c1	i	i	i	i	x	i	i	-2	x	i	-9
Cc1cc(C)c(NC(=O)COc2ccc(-n3cnnn3)cc2)c(C)c1	i	i	i	i	i	i	i	-12	-3	i	-4
OCC1(Cc2cccc(Cl)c2)CCCN(Cc2cn[nH]c2C2CCCCC2)C1 (centres undefined)	i	i	i	i	i	i	i	23	12	i	-14
N/C(=N/S(=O)(=O)c1ccccc1)c1cccc([N+](=O)[O-])c1	i	i	i	i	i	i	i	6	1	i	-4
COc1ccc2cc(C(=O)N3CCN(Cc4ccc5c(c4)OCO5)CC3)[nH]c2c1	i	i	i	i	i	i	i	u	0	i	-5
Cc1ccc(NC(=O)CCNS(=O)(=O)c2ccc3c(c2)oc(=O)n3C)c(C)c1	i	i	i	i	i	i	i	9	-1	i	-9
O=C(COc1ccc2c3c(c(=O)oc2c1)CCC3)N1CCN(c2ccc(F)cc2)CC1	i	i	i	i	i	i	i	-5	x	i	-2
COc1ccc(-c2cc3nc(C)c(CCC(=O)NCc4ccco4)c(C)n3n2)c(OC)c1	i	i	i	i	i	i	i	0	-2	i	-13
Cc1cc(C)cc(N(CCC#N)C(=O)COC(=O)c2ccc(OCc3c(C)noc3C)cc2)c1	i	i	i	i	i	i	i	-2	7	i	-9
CCCCN(C(=O)Cc1coc2cc(C)c(C)cc12)c1c(N)n(Cc2ccccc2)c(=O)[nH]c1=O	i	i	i	i	i	i	i	8	3	i	-12
CC(=O)NC12CC3CC(C1)CC(C(=O)N1CCN(S(=O)(=O)c4cccc(C(F)(F)F)c4)CC1)(C3)C2	i	i	i	i	i	i	i	-17	-13	i	-11

Following part:
SMILES	TRPC4 inh	PolyA inh	KCNK9 inh	TRPC4 potent	KCNK3 inh	TRPC4 act	KCNQ1 inh	Platelet DG rel	Dyrk1A ADPGlo	KCNQ1 pot	hERG rescue
CCOc1ccc(NC(=O)CSc2nc(C)cc(C)n2)cc1	i	i	i	i	i	i	i	-4	2	i	-7
CCOC(=O)C1(CCOc2ccccc2)CCN(Cc2ccc(C#CCCO)cc2)CC1	i	i	i	i	i	i	i	-2	x	i	-6
CCC(CC)C(=O)NCCc1ccc(OC)c(OC)c1	i	i	i	i	i	i	i	0	-3	i	-7
CCc1ccc(C(=O)NNC(=S)Nc2ccc(S(N)(=O)=O)cc2)s1	i	i	i	i	i	i	i	1	0	i	-2
S=C(NCC1CCCO1)NC1CCCCC1 (centres undefined)	i	i	i	i	i	i	i	2	x	i	4
COc1ccc(C=O)cc1COc1ccc([N+](=O)[O-])c(C)c1	i	i	i	i	i	i	i	-2	-7	i	-9

Only part of the results is shown; rates above refer to the full screens.
